Assay outcomes (PubChem BioAssay)
p53 reactivation – re-activators of mutant p53; Potency, µM (doses to about 92.2 µM), for inactives: at the highest dose activity change, positive = activation, actives largely listed as activators; 320,000 compounds, 0.063% hits; H1299 p53-A138V BP100-luciferase reporter, luminescence, 24 h; note: % of control where 0% means no effect; nearly all actives have a fitted effect of over 45% in size
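H1299 (p53-null), stable ts p53-A138V + BP100-Luc; 1000 cells/well, Opti-MEM/10% FBS; cpd 4 pt, 1:5; 24 h, 37 deg C, 5% CO2; detection reagent 10 min RT; luminescence.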
uPA surface inh – blocks generation of uPA at the cell surface; cell surface uPA generation assay, qHTS; Potency, µM (series often up to 38.3 µM), inactives show top-dose activity change, negative = inhibition, usual class: inhibitors; 330,000 compounds, 0.31% hits; AID 540303; active = well fitted inhibition curve with a large enough effect; inconclusive = small, poorly fitted or top-dose-only effect; inactive = no such curve, though single readings can be large or run the other way; tested in mouse RAW 264.7 cells; note: % is set by controls: 0 for no effect and ±100 for the full control effect; nearly all actives have a fitted effect of over 55% in size
Rab9 prom act – activates the Rab9 promoter | Potency, µM (series often up to 9.22 µM), for inactives: top-dose activation, negative = inhibition, most hits filed as activators | Huh7 Rab9 promoter-luciferase reporter, luminescence, 24 h | 320,000 compounds, 2.8% hits; note: % of control where 0% means no effect; nearly all actives have a fitted effect of over 60% in size
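Luciferase signal after 10 min detection reagent at ambient indicates Rab9 promoter upregulation; stably transfected Huh7 cells were treated 24 h with compound in DMSO at 37 °C, 5% CO2.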
MLL CXXC-DNA inh – blocks binding of human MLL CXXC domain to DNA; MLL-CXXC / FITC-HOXA9 DNA fluorescence polarization; Potency, µM (doses to about 115 µM), inactives show at the top dose activity change, negative = inhibition, most hits filed as inhibitors; 290,000 compounds, 0.037% hits; AID 2662; active = well fitted inhibition curve with a large enough effect in the polarisation, with a control signal flat, not every such curve was filed as active; inconclusive = small, poorly fitted or top-dose-only effect, or effect the other way, or a change in a side signal; inactive = no such curve, though single readings can be large or run the other way; the % refers to the polarisation
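Steps: dispense CXXC domain solution (7 uM) → pin compounds or unlabeled HOX-A9 DNA control → 5 min ambient → add FLSN-HOX-A9 solution (50 nM) → spin → 30 min ambient → fluorescence polarization. Tris pH 7.5/NaCl/DTT/BSA buffer.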
ELG1 genotoxic – inducers of genotoxicity in HEK293T ELG1-luciferase cells. 330,000 compounds, 1.3% hits. HEK293T ELG1-luciferase reporter, luminescence, 16 h. Potency, µM (highest dose often 46 µM), inactives show at the top dose activity change, positive = activation, hits mostly activators; note: % of control where 0% means no effect; nearly all actives have a fitted effect of over 60% in size
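Reporter readout depends on ELG1 protein level, which increases with genetic stress. After 16 hr compound exposure at 37 °C, luciferase activity was quantified using ONE-Glo.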
RORg inh – inhibitors of mouse ROR gamma transcriptional activity. P51450. 310,000 compounds, 5.4% hits. Drosophila S2 Gal4-RORgamma UAS-luciferase reporter, 20 h. Potency, µM (highest dose often 53.6 µM), for inactives: at the top dose activity change, negative = inhibition, hits mostly inhibitors; note: % is set by controls: 0 for no effect and ±100 for the full control effect; nearly all actives have a fitted effect of over 60% in size
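Luminescence from a UAS-regulated Photinus luciferase reporter in stably transfected Drosophila Schneider cells is measured; decreased signal marks ROR gamma inhibition. Fusion expression is induced by 700 uM copper sulfate for 20 hr.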
BRCA1 expr act – activators of BRCA1 expression | MCF7-BRCA1-FFLuc reporter, luminescence, 48 h; response scale: scaled: vehicle 0%, 10 µM genistein 100% | Potency, µM (doses to about 46.1 µM), for inactives: at the top dose activation, actives largely listed as activators | 380,000 compounds, 1.1% hits | AID 624202; note: nearly all actives have a fitted effect of over 80% in size; some results filed as inactive show a strong effect at the top dose
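MCF7-BRCA1-FFLuc cells, 2000/well in phenol-red-free MEM, attached 2 h then treated 48 h at 37 C. Luciferase luminescence read 15 min after reagent; normalized to genistein maximum activation (10microM) and DMSO, concentration-response fitted.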
VP16 counter – Gal4-VP16 reporter inhibition counter-screen | 310,000 compounds, 3.5% hits | AID 2546 | Potency, µM (top dose mostly 53.6 µM), for inactives: top-dose activity, negative = inhibition, most hits filed as inhibitors | Drosophila S2 Gal4-VP16 UAS-luciferase, luminescence, 20 h;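 note: Gal4-VP16 expression switched on by copper sulfate through the metallothionein promoter; % is set by controls: 0 for no effect and ±100 for the full control effect; nearly all actives have a fitted effect of over 50% in size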
NPC1 promoter act – activators of NPC1 promoter; 320,000 compounds, 2.4% hits; AID 485313; Potency, µM (doses to about 9.22 µM), inactives show at the highest dose activation, most hits filed as activators; Huh7 NPC1 promoter luciferase reporter, 24 h;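 note: % of control where 0% means no effect; nearly all actives have a fitted effect of over 60% in size; reporter is driven by a mutant NPC1 promoter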
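Cells: Huh7 expressing luciferase under the NPC1 promoter, 1500/well. Seeded 2 h, compound added, incubated 24 h at 37 °C. Luciferase reagent, 10 min ambient, then luminescence.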
FLuc modulator – inhibits or activates purified firefly luciferase, miR-21 counter-screen; Potency, µM (titrated, usually from 57.5 µM), for inactives: top-dose activity change, negative = inhibition, most hits filed as inhibitors; purified FLuc, Km substrates, luminescence inhibition; P08659; 360,000 compounds, 6.9% hits;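 note: plate controls were vehicle for no effect and reference inhibitor for full effect; nearly all actives have a fitted effect of over 55% in size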
Target sequence (P08659 whole entry, looked up): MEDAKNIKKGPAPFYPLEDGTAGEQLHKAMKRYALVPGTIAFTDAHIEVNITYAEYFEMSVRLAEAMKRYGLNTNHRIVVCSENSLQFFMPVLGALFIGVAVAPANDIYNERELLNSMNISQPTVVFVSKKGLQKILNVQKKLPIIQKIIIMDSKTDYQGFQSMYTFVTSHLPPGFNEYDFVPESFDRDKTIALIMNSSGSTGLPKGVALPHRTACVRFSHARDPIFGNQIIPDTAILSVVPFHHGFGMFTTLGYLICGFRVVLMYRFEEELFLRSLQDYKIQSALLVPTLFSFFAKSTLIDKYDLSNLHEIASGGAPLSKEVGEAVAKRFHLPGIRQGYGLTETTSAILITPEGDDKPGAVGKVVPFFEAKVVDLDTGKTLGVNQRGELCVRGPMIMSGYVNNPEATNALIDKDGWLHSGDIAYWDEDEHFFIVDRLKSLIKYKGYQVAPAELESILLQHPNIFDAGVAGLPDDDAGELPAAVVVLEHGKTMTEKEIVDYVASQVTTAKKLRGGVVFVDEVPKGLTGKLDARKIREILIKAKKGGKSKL
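Purified P. pyralis luciferase (10nM final) with 10uM D-luciferin and 10uM ATP (Km levels) in 50mM Tris acetate pH 7.5, 10mM Mg acetate, 0.01% Tween-20, 0.05% BSA; qHTS 6-point titration, ~60 µM downward; luminescence read.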
MBNL1-CUG inh – inhibitors of human MBNL1 binding to CUG repeat RNA | Potency, µM (highest dose often 57.5 µM), inactives show at the highest dose activity change, negative = inhibition, actives largely listed as inhibitors | Q9NR56 | 280,000 compounds, 0.036% hits | AID 2675 | TR-FRET MBNL1-His/biotin-(CUG)12 binding, 665/545 ratio; active = well fitted inhibition curve with a large enough effect in the signal ratio, with a control signal flat, not every such curve was filed as active; inconclusive = small, poorly fitted or top-dose-only effect, or effect the other way, or a change in a side signal; inactive = no such curve, though single readings can be large or run the other way; the % refers to the signal ratio; note: % is set by controls: 0 for no effect and ±100 for the full control effect
Target sequence (Q9NR56 whole entry, looked up): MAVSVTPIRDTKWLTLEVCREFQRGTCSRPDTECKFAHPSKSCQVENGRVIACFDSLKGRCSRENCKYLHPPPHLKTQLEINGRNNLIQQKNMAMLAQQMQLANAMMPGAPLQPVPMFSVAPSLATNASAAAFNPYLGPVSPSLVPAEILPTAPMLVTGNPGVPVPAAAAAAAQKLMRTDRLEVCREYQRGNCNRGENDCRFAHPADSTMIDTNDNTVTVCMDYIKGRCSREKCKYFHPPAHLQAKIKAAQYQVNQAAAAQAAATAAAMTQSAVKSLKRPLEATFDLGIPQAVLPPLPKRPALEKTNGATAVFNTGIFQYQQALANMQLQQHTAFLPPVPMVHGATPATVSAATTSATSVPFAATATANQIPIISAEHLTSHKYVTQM
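Inhibition of protein-RNA binding appears as loss of TR-FRET between terbium anti-His antibody on MBNL1-His and streptavidin-XL665 on biotin-(CUG)12. Activity is normalized to buffer-only and uninhibited-complex controls.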
* marks the source's active call; other numbers are inactive results; ? = inconclusive; . = not tested or not shown; [ ] = another dose, or the depositor's remark. Unless noted, calls come from the whole dose curve; as a rule, active = well fitted curve in the direction sought with a large enough effect; inconclusive = small, poorly fitted or top-dose-only effect, or another doubt; inactive = no such curve, though single readings can be large; an effect the other way counts as inactive or inconclusive. Potency is the fitted concentration of half-maximal effect. Only part of the results is shown; count on the stated rates, not on these rows.

SMILES	p53 reactivation	uPA surface inh	Rab9 prom act	MLL CXXC-DNA inh	ELG1 genotoxic	RORg inh	BRCA1 expr act	VP16 counter	NPC1 promoter act	FLuc modulator	MBNL1-CUG inh
Cc1cc(C(=O)COC(=O)Cc2ccc(Br)cc2)c(C)n1C	11.8%	3.4%	-0.5%	.	-1.2%	.	-4.6%	.	0.5%	?	.
O=C(NC(NC(=O)c1ccccc1)c1cccc([N+](=O)[O-])c1)c1ccccc1	5.3%	-23.2%	-4.6%	-0.5%	13.6%	22.0%	5.3%	-4.2%	-2.5%	2.9%	-13.1%
CCNC(=O)c1c(NC(=O)c2cc(-c3cc(C)ccc3O)n[nH]2)sc2c1CCCC2	-1.7%	0.2%	1.8%	12.9%	10.5%	36.4%	-16.9%	-8.8%	5.5%	-0.9%	-6.9%
Cc1ccnc(NC(=O)C2CCN(S(=O)(=O)c3cccc4nonc34)CC2)c1	4.9%	-0.3%	-3.6%	-15.0%	-2.1%	?	-2.0%	-1.5%	-0.8%	0.2%	?
N#CCC(=O)Nc1ccc(C(=O)NCc2cccc(Cl)c2)cc1	-4.6%	9.2%	0.3%	6.0%	-1.5%	10.8%	1.9%	-2.3%	-0.2%	-2.1%	-14.0%
O=C(NCc1ccco1)c1c(F)c(F)c(F)c(C(=O)NCc2ccco2)c1F	-0.6%	-7.9%	-15.4%	-7.3%	-3.0%	13.1%	-21.0%	-4.6%	-3.5%	1.1%	-5.2%
CC(C)OCCCNC(=O)CCC(=O)NNc1nc2ccccc2c2nc(-c3ccccc3)nn12	-4.7%	-0.9%	0.3%	5.7%	-3.1%	37.9%	-37.7%	?	-8.9%	?	0.0%
CC(=O)N/N=C(\C)c1cccc(C(F)(F)F)c1	1.1%	5.8%	6.2%	5.8%	-1.6%	-1.6%	11.5%	17.8%	-2.7%	-2.0%	0.2%
COC(=O)c1c(NC(=O)C2C3CCC(C3)C2C(=O)O)sc2c1CCCCC2 (stereo not given)	6.7%	-1.0%	18.8%	-4.2%	10.7%	32.0%	17.4%	11.0%[10 µM]	10.4%	?	4.1%
Cc1cc(NC(=O)c2ccccc2)nc(C)n1	-3.1%	-6.7%	-0.8%	-4.1%	5.3%	-0.5%	-15.5%	5.2%	-0.5%	-8.2%	.
C=CCN(C(=O)CNC(=O)c1cccs1)C(C(=O)NC1CCCCC1)c1cccnc1 (stereo not given)	4.5%	-0.4%	-3.8%	-15.4%	-0.1%	-9.1%	16.5%	-11.2%	-1.0%	-0.2%	1.2%
COc1ccccc1N1CCN(CC(=O)Nc2c(C)n[nH]c2C)CC1	0.3%	2.8%	-5.8%	-2.9%	1.1%	-13.5%	12.5%	-7.1%	-4.4%	0.4%	-0.2%
CCOc1ccc(C(C)=O)cc1CSc1nc2nc(C)cc(C)n2n1	-0.1%	0.1%	-2.7%	-2.7%	0.1%	0.4%	-32.2%	-10.1%	-0.5%	-1.4%	0.1%
Cc1ccc(CNC(=O)Nc2ccccc2)n1C	19.4%	4.1%	25.6%	-5.7%	7.8%	10.4%	-4.6%	-13.3%	16.9%	19µM*	3.9%
CCC12C(=O)C(CC)(C(c3ccccc3)=C1c1ccccc1)[C@@H]1C(=O)N(c3ccc(C)cc3)C(=O)C12 (stereo not given in full)	-5.7%	3.2%	-8.4%	8.3%	-2.4%	-13.0%	-18.4%	4.6%	-9.1%	0.2%	9.5%
CS(=O)(=O)N1CCC(C(=O)Nc2ccccc2F)CC1	4.1%	2.7%	-5.4%	7.9%	2.3%	-4.2%	-0.2%	-1.8%	-2.7%	0.3%	-1.9%
Cc1nc(C)c(C(=O)OCC(=O)NCCc2ccc(F)cc2)s1	-4.9%	1.7%	-8.9%	.	-4.0%	.	-12.8%	.	-3.1%	1.9%	.
COc1ccccc1CNC(=O)c1cc(S(=O)(=O)N2CCCCC2)c[nH]1	6.0%	-19.3%	-5.1%	-4.2%	-1.2%	22.6%	0.0%	2.5%	4.9%	-1.2%	-10.6%
Cc1cc(C)cc(N=Cc2c(O)c3ccccc3oc2=O)c1	8.6%	-0.7%	2.7%	5.5%	4.2%	0.9%	-27.5%	-3.8%	-6.5%	-11.0%	-5.3%
CC(=O)c1cccc(N(CC(=O)NC2CCCC2)C(=O)c2csnn2)c1	-0.9%	27.9%	-1.0%	10.7%	-1.0%	-5.6%	-6.4%	1.3%	-1.9%	-2.0%	-3.1%
O=C(CCc1nc2ccccc2c(=O)[nH]1)N1CCN(c2ccc(F)cc2)CC1	0.4%	19.1%	-11.7%	10.3%	-7.1%	-4.9%	0.0%	-3.2%	-0.8%	0.1%	-0.9%
CCN(CC)C(=O)Cn1nc(-c2ccccc2O)nc1SCC(=O)Nc1ccc(OC)cc1	0.5%	4.1%	6.9%	-14.1%	2.4%	?	-37.1%	2.6%	2.9%	6.7%	-3.3%
COc1cccc(CC(=O)OCC(=O)N(C)CC(=O)Nc2ccc(Cl)c(C(F)(F)F)c2)c1	0.8%	-0.3%	0.4%	.	1.7%	.	3.5%	.	0.5%	0.8%	.
COc1ccc(NC(=O)CN2CCC(n3c(C)nc4cc(F)ccc43)CC2)c(OC)c1	-4.8%	-0.9%	0.3%	-7.5%	4.1%	2.2%	-14.2%	-8.1%	-2.0%	-0.3%	-2.1%
Cc1c(O)ccc2c(CC(=O)N[C@@H](Cc3c[nH]c4ccccc34)C(=O)O)cc(=O)oc12	3.3%	0.4%	12.8%	-4.5%	-0.5%	17.1%	-0.7%	14.9%	1.3%	3.4%	5.4%
New compounds follow:
SMILES	p53 reactivation	uPA surface inh	Rab9 prom act	MLL CXXC-DNA inh	ELG1 genotoxic	RORg inh	BRCA1 expr act	VP16 counter	NPC1 promoter act	FLuc modulator	MBNL1-CUG inh
COc1ccc(C(=O)NN2C(=S)N(c3ccc(OC)cc3)C(=O)C2CC(N)=O)cc1 (stereo not given)	6.4%	-1.7%	-3.8%	-5.9%	9.0%	-13.3%	-9.6%	-19.1%	-0.8%	-1.2%	-6.9%
CCc1cccc2c(/C=N/NC(=O)c3cccc(S(=O)(=O)Nc4ccccc4Cl)c3)c[nH]c12	-13.7%	-1.3%	1.0%	16.7%	-4.3%	?	-14.6%	?	0.0%	?	-6.2%
CCc1ccc(/C=C2/SC(=S)N(CCCC(=O)Nc3ccccc3C(=O)O)C2=O)cc1	1.3%	-17.5%	4.8%	-10.1%	11.1%	-14.6%	-76.1%	-18.3%	2.2%	-2.2%	1.5%
NC(=O)C1CCN(C(=O)C2CC(=O)N(c3ccc4c(c3)OCCO4)C2)CC1 (stereo not given)	7.7%	-8.9%	-1.5%	.	4.2%	.	8.1%	.	0.8%	.	.
COc1ccccc1NC(=O)N1CCCC1C(=O)NC1CCCCC1 (stereo not given)	-3.7%	-1.9%	-6.2%	-8.8%	-2.9%	-42.3%	20.5%	13.5%[0.365 µM]	1.4%	-1.4%	-3.1%
Cc1ccc2[nH]cc(CCNC(=O)c3ccc4c(c3)OCO4)c2c1	.	2.9%	-3.2%	0.1%	-6.3%	35.9%	18.9%	8.1%	10.7%	?	-0.5%
O=C(COC(=O)c1ccc(Cl)nc1)Nc1cccc(S(=O)(=O)N2CCCCC2)c1	0.6%	-0.7%	0.7%	.	5.4%	.	-25.1%	.	-3.8%	-14.4%	.
CC(C)(C)NC(=S)Nc1ccc(Nc2ccccc2)cc1	-2.3%	.	-5.0%	2.2%	4.9%	1.78µM*	-45.1%	7.08µM*	-1.9%	?	-8.8%
CN(C)CCCNC(=O)c1cc(S(=O)(=O)N2CCOCC2)ccc1F	2.7%	-2.1%	0.1%	-0.9%	-0.4%	2.0%	17.7%	19.0%	1.8%	9.4%	-11.9%
COc1ccccc1NC(=O)C(=O)c1cn(CC(=O)N2CCCC2)c2ccccc12	22.3%	1.6%	?	0.3%	12.5%	22.6%	68.7%	4.8%	?	4.78µM*	?
CCC1Oc2ccc(C)cc2N(CC(=O)NCc2cc(OC)ccc2OC)C1=O (stereo not given)	1.6%	5.1%	-3.3%	8.6%	5.5%	-29.3%	-23.9%	-11.8%	-0.5%	-1.1%	-9.4%
O=S1(=O)[C@H]2C[C@@H]3C=C[C@@]2(CN1Cc1cccc(F)c1)O3	.	8.4%	-1.1%	-0.5%	1.3%	0.5%	2.1%	10.6%	0.7%	1.9%	1.3%
Cc1ccccc1-n1c(=S)[nH]c2nc3c(cc2c1=O)CCCC3	5.5%	-1.5%	-2.2%	1.9%	1.2%	1.26µM*	-7.4%	4.47µM*	-3.3%	-4.0%	16.4%
